Shn3 3UTR inh – Schnurri-3 reporter inhibition in Clone20 osteoblasts | inhibition, % at 12.5 µM | 360,000 tested, 0.52% active | Clone20 osteoblast Shn3 3'UTR firefly luciferase, 24 h;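 active means mean inhibition of at least 75% with every replicate also reaching 75%; inconclusive means mean inhibition at least 75% but some replicate below; inactive means mean inhibition below 75%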;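 further: 0% = median of neutral control wells and 100% = pilot-screen positive control compound; some compounds past the cut are filed as inactive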
HIF-2a block – inhibitors of HIF-2a | 786-0 RCC cells HIF-2a reporter, luciferase luminescence, overnight | inhibition, % at 18.8 µM | 360,000 tested, 0.72% active | AID 624352;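 active means inhibition of the luminescence signal of 40% or more relative to plate controls, in a single-dose primary screen at 18.75 µM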
Peg3 prom inh – Peg3 promoter activity inhibition. HeLa PEG-Prom luciferase reporter, luminescence, overnight. AID 588405. inhibition, % at 20 µM. 360,000 tested, 1.7% active;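 active means inhibition of at least 50% at 20 µM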
CaV13 FRET inh – Disruptors of the CACNA1D IQ motif to Ca2+-dependent inactivation inhibitor domain association, primary screening, Förster resonance energy transfer in intact living …; HEK cells, CFP/YFP FRET ICDI-IQ, plate reader, 10 min; percent FRET-ratio fall versus neutral wells; inhibition, % at 12.3 µM; 340,000 tested, 0.098% active; AID 743397;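 active means mean replicate inhibition of at least 30% and at least 1% of replicates passing that level; inconclusive means only one of the two criteria is met; inactive means neither criterion is met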;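 further: 0% = median of the neutral control wells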
NR2E3 ag-1 – agonists of human NR2E3 nuclear receptor | CHO-S Gal4-NCOR/VP16-NR2E3 two-hybrid, luciferase | inhibition of corepressor binding, % at 3.98 µM | 360,000 tested, 0.35% active | AID 602229;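 active means inhibition above the mean of all tested compounds plus 3 SD, cut at about 70% in these data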;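 further: 0% = DMSO with NR2E3 transfected cells and 100% = cells lacking NR2E3 construct; higher means lower luciferase signal from less NR2E3 corepressor binding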
HTR2A ag – mouse HTR2A agonism via beta-arrestin recruitment; 360,000 tested, 0.66% active; activation, % at 7.6 µM; CHO-K1 mHTR2A beta-arrestin complementation, luminescence; percent of 30 µM serotonin response; P35363; AID 624169;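 active means activation above a run cutoff, the mean activation of all tested compounds plus 3 SD, cut at about 14% in these data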;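 further: 0% = plate median of compound wells and 100% = 30 µM serotonin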
Target sequence (P35363 whole entry, looked up): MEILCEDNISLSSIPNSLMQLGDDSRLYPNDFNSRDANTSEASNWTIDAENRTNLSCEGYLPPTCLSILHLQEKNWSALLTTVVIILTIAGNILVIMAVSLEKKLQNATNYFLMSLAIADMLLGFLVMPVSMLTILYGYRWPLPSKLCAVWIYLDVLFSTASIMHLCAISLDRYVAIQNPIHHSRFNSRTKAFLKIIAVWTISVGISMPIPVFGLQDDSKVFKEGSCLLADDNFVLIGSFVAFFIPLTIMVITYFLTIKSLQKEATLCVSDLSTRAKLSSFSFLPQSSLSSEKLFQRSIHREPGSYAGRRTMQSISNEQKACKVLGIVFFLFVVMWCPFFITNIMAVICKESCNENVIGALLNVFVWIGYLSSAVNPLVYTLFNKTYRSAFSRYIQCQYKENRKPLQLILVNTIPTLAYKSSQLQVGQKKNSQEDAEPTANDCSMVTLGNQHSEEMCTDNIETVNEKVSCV
PDI turbidity – PDI (human) enzyme inhibition; PDI insulin aggregation turbidity, A650, 90 min; inhibition, % at 10 µM; 350,000 tested, 0.052% active; AID 588391;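 active means mean inhibition across replicates of 30% or more, whatever share of single replicates reach that level; inconclusive means mean inhibition below 30% while every single replicate reaches 30%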;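 further: absorbance from insulin aggregation driven by PDI reduction with DTT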
Target sequence (P07237 whole entry, looked up): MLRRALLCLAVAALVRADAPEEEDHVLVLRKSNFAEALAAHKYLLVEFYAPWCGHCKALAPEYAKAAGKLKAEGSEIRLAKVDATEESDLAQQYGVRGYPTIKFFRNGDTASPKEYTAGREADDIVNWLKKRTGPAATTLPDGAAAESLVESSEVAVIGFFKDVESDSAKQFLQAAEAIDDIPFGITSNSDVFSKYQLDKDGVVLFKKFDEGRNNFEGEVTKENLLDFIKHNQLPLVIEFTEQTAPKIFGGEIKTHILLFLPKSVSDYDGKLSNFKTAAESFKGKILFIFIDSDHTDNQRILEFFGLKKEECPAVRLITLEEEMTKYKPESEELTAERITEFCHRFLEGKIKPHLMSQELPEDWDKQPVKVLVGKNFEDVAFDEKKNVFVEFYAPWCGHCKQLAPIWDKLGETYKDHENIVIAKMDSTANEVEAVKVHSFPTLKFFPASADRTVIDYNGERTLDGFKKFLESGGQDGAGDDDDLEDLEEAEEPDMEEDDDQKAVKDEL
NR2E3 ag-2 – agonists of human nuclear receptor NR2E3; Q9Y5X4; GST-NR2E3/biotin-RetCOR TR-FRET, 1536-well; inhibition of corepressor binding, % at 4.78 µM; 320,000 tested, 0.12% active; AID 2300;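 active means percent inhibition above the cutoff of mean plus 3 SD of all tested compounds, set per screening campaign, cut at about 20% in these data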;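 further: 0% = DMSO wells and 100% = biotin wells as full block of FRET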
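Format: 1536-well format; test system: GST-NR2E3 and biotin-RetCOR proteins; read-out basis: percent inhibition of TR-FRET ratio; timing: 5 h incubation at 4 °C; detection: time-resolved FRET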
iPSC survival up – hiPSC single-cell survival enhancement. ATPlite luminescence; 100% = ROCK inhibitor wells, 0% = DMSO. survival enhancement, % at 20 µM. 360,000 tested, 0.044% active; in the data active means survival enhancement above about 18%;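 further: cells exposed to compounds for 16 hours before the ATP read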
H9c2 protect – protects H9c2 cardiomyocytes from peroxide injury | 360,000 tested, 0.63% active | H2O2 injury protection, ATPLite, 2 h | AID 588492 | protection from H2O2 cell death, % at 20 µM;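 active means compounds giving at least 50% protection of heart cells from peroxide-induced death in the single-dose screen, raw or plate-pattern-corrected value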;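 further: 0% = DMSO wells with peroxide and 100% = DMSO wells without peroxide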
TRPM1 prom inh – inhibitors of MITF-driven TRPM1 promoter in melanoma cells; SK-MEL-5 TRPM1 promoter luciferase, 24 h; inhibition, % at 12.5 µM; 330,000 tested, 0.83% active; AID 488899;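 active means mean inhibition across replicates of 60% or more, whatever share of single replicates reaches that level; inconclusive means some that reach 60%, reason not given; inactive means mean inhibition across replicates below 60%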; further: values of inactives mirror those of a sister screen read the other way
Numbers without * were called inactive; ? = inconclusive; . = not tested or not shown.

The first 7 compounds (preview)
SMILES | Shn3 3UTR inh | HIF-2a block | Peg3 prom inh | CaV13 FRET inh | NR2E3 ag-1 | HTR2A ag | PDI turbidity | NR2E3 ag-2 | iPSC survival up | H9c2 protect | TRPM1 prom inh
Cc1nn(-c2ccccc2)c(Cl)c1C(=O)NCC(=O)O | 6 | 10 | -7 | . | -1 | 4 | -5 | 4 | 8.5 | -6 | 8
Cc1cc(C)cc(Cn2cc(CN3CC(N(C)C)CS3(=O)=O)nn2)c1 (centres undefined) | . | 1 | . | -11 | 4 | 4 | . | . | 1.1 | . | .
Cc1ccc(NC(=O)CC2S/C(=N/N=C/C=C/c3ccccc3)NC2=O)cc1Cl (centres undefined) | 2 | -7 | 5 | -5 | 18 | -2 | -13 | -3 | 0.8 | 18 | -12
CC(C)c1cccc(-c2csc(C(C)(O)c3ccc(F)c(F)c3)n2)c1 (centres undefined) | 37 | 3 | 24 | -5 | -9 | 3 | 2 | . | -1.7 | -7 | .
NC(=O)CN(c1ccc(Cl)cc1)S(=O)(=O)c1ccccc1 | 12 | 13 | -19 | -5 | -10 | -2 | 9 | 2 | 1.6 | -6 | 0
CC(=O)CC1(OC(C)=O)C(=O)N(C)c2ccccc21 (centres undefined) | 5 | 12 | 18 | -7 | -14 | 7 | 8 | -2 | 0.5 | 17 | -2
CCSc1ncccc1C(=O)N[C@@H](CCSC)C(=O)OC | 0 | 16 | 13 | -4 | -35 | -2 | -1 | -4 | 0.2 | 0 | .

This part in full, previewed entries included:
SMILES | Shn3 3UTR inh | HIF-2a block | Peg3 prom inh | CaV13 FRET inh | NR2E3 ag-1 | HTR2A ag | PDI turbidity | NR2E3 ag-2 | iPSC survival up | H9c2 protect | TRPM1 prom inh
Cc1nn(-c2ccccc2)c(Cl)c1C(=O)NCC(=O)O | 6 | 10 | -7 | . | -1 | 4 | -5 | 4 | 8.5 | -6 | 8
Cc1cc(C)cc(Cn2cc(CN3CC(N(C)C)CS3(=O)=O)nn2)c1 (centres undefined) | . | 1 | . | -11 | 4 | 4 | . | . | 1.1 | . | .
Cc1ccc(NC(=O)CC2S/C(=N/N=C/C=C/c3ccccc3)NC2=O)cc1Cl (centres undefined) | 2 | -7 | 5 | -5 | 18 | -2 | -13 | -3 | 0.8 | 18 | -12
CC(C)c1cccc(-c2csc(C(C)(O)c3ccc(F)c(F)c3)n2)c1 (centres undefined) | 37 | 3 | 24 | -5 | -9 | 3 | 2 | . | -1.7 | -7 | .
NC(=O)CN(c1ccc(Cl)cc1)S(=O)(=O)c1ccccc1 | 12 | 13 | -19 | -5 | -10 | -2 | 9 | 2 | 1.6 | -6 | 0
CC(=O)CC1(OC(C)=O)C(=O)N(C)c2ccccc21 (centres undefined) | 5 | 12 | 18 | -7 | -14 | 7 | 8 | -2 | 0.5 | 17 | -2
CCSc1ncccc1C(=O)N[C@@H](CCSC)C(=O)OC | 0 | 16 | 13 | -4 | -35 | -2 | -1 | -4 | 0.2 | 0 | .
CC(C)C(=O)N1CCCC1(C)C(=O)Nc1ccccc1 (centres undefined) | -8 | 3 | 18 | . | -11 | 7 | -2 | . | 4.5 | 1 | .
O=C(O)c1ccc(CSc2nnc(-c3ccco3)n2-c2ccccc2)cc1 | -8 | 8 | -2 | 9 | -17 | 1 | 4 | -1 | 2.4 | -3 | 1
COc1ccc(NC(C#N)c2ccc(OC)cc2)cc1 (centres undefined) | -3 | 11 | -21 | -7 | -12 | -1 | 11 | 1 | -2.0 | -2 | 9
Clc1ccccc1-c1nnc2sc(-c3cccs3)nn12 | -7 | -45 | -2 | -3 | 18 | -3 | -1 | -1 | 5.1 | 5 | 5
O=C1CCCc2c1[nH]c1ccccc21 | 17 | 6 | 1 | . | -45 | -3 | -1 | 3 | 0.8 | 3 | 17
CCOC(=O)C1CSC(CC(=O)Nc2ccc(Cl)c(Cl)c2)C(=O)N1 (centres undefined) | 6 | 18 | 12 | -5 | -6 | 0 | 2 | -2 | -0.7 | -3 | 7
CCc1ccc(Nc2n[n+](-c3ccccc3)c(-c3cccc(C)c3)s2)cc1 | 85 | -178 | -117 | -6 | -56 | -2 | -4 | -2 | -2.5 | -12 | -8
CCN1C(=O)/C(=C/C=C2/SCCN2C)SC1=S | -13 | -100 | -108 | -7 | -105 | 7 | -9 | 0 | 0.2 | -16 | -9
CCOc1ccc(NC(=O)CSc2nnc(Cc3cccn3C)n2-c2ccc(OC)cc2)cc1 | -6 | 21 | 32 | -5 | -28 | 0 | 8 | 5 | -0.7 | 1 | 10
CC(C)CNC(=S)N1CCN(Cc2ccc3c(c2)OCO3)CC1 | 23 | 7 | -1 | -1 | -15 | 9 | -4 | 0 | 2.1 | -4 | 15
CC[C@]12c3[nH]c4ccccc4c3CCN1C(=O)C(CC(=O)NCCCOC)C[C@@H]2C(=O)N1CCN(C(=O)c2ccco2)CC1 (some centres undefined) | -12 | 3 | 10 | -6 | -33 | 1 | 4 | . | 0.0 | -4 | -4
O=C(NCc1cccnc1)C1c2ccccc2C(=O)N1C1CCCC1 (centres undefined) | -10 | 12 | 6 | -6 | 7 | 6 | -4 | 9 | 5.0 | -2 | .
O=C(/C=C/c1ccco1)Nc1cc(Cl)ccc1C(=O)O | -9 | -40 | -9 | -6 | -32 | 1 | 3 | 0 | -0.8 | 1 | -11
Cc1cccc(NC(=O)CSC2=NN3CCCC(=O)N=C3S2)c1C | -13 | 3 | -4 | -7 | -11 | -1 | 1 | 2 | -0.1 | -7 | -10
CCOC(=O)C1=C(C)N=C2SCCC(=O)N2C1c1cccs1 (centres undefined) | 1 | 15 | -7 | . | 3 | -1 | -4 | 0 | -1.7 | 19 | -6
COc1ccc(OC)c(C(O)c2coc3ccc(O)c(CN(C)C)c23)c1 (centres undefined) | 20 | -14 | -12 | -5 | -22 | -4 | -2 | 1 | 0.8 | 7 | 2
COc1ccccc1C(=O)NC(CCSC)C(=O)NCc1ccncc1 (centres undefined) | -3 | 10 | 10 | -5 | 12 | 5 | 0 | 0 | 0.7 | 3 | .
CC(=O)OC[C@@H]1CN(Cc2ccccc2)C[C@H](n2cnc3c(N4CCN(c5ccccc5)CC4)ncnc32)O1 | 10 | 9 | 26 | -11 | -21 | -1 | 2 | . | -0.4 | 18 | .
Cc1ncsc1C(=O)NCc1ccc(N2CCCC2=O)cc1 | 10 | 9 | 6 | -4 | 16 | 2 | -6 | 3 | 4.3 | -4 | 5
Cc1ccc(NC(=O)CSCC(=O)N(C)CC(=O)Nc2cccc(F)c2)cc1 | 0 | -30 | -13 | -6 | -3 | -4 | -2 | -1 | -0.2 | 1 | -2
CC(CC(=O)Nc1ncc([N+](=O)[O-])s1)c1ccccc1 (centres undefined) | -2 | -166 | -41 | ? | -56 | 12 | 2 | 2 | 0.2 | -18 | -18
CC(=O)Nc1c(Br)cc2c(c1Br)Cc1cc([N+](=O)[O-])ccc1-2 | -22 | -4 | 8 | -9 | 12 | -4 | 4 | . | 2.9 | -1 | 5
Cc1nc2scc(-c3ccccc3)c2c(=O)n1/N=C/c1ccco1 | 0 | 19 | 27 | -5 | 0 | 6 | 0 | -2 | 0.4 | 24 | 1
O=C(CN1CCc2cc3c(cc2C1)OCCCO3)Nc1cccc(Br)c1 | -6 | -19 | 11 | -7 | 0 | -3 | 8 | -3 | 0.7 | -4 | -5
COc1ccccc1CNC(=O)CSc1ccc(Br)cc1 | -9 | -3 | -7 | -18 | -18 | -2 | 1 | 1 | 0.0 | 7 | 3
CCOc1cc(CNc2ccc(S(N)(=O)=O)cc2)ccc1OCC(=O)NC(C)(C)C | 5 | 17 | 12 | 0 | 7 | -1 | -4 | 4 | -1.4 | 10 | 3
O=C(Oc1ccc(Br)cc1C(=O)/C=C/c1ccccc1F)c1ccco1 | -8 | 19 | 50* | 6 | -30 | 4 | 6 | 1 | -0.8 | -16 | 15
N#Cc1cccc(Nc2c3c(nc4ccccc24)CCCC3)c1 | 24 | 25 | 8 | -3 | -15 | 1 | -11 | 0 | -2.1 | -22 | 2
Cc1ccccc1NC(=O)OCc1cn(-c2ccc(Cl)cc2)nn1 | 11 | 13 | 7 | -8 | -8 | -3 | -6 | 2 | -1.1 | 3 | 4
NC(=O)C1CCN(CC(O)COCc2ccccc2Cl)CC1 (centres undefined) | -9 | 9 | 0 | -8 | 6 | -7 | -1 | 1 | -0.5 | 0 | -6
CC(C)(C)NCC(O)COc1ccccc1C1CCCC1 (centres undefined) | 0 | -18 | 0 | -4 | -15 | -7 | 0 | 0 | -1.6 | 1 | 2
C[C@@H]1CN([C@@H](C)CO)C(=O)CCCn2nncc2CO[C@@H]1CN(C)S(=O)(=O)c1ccc(F)cc1 | -3 | 1 | 6 | -3 | 9 | -3 | -1 | . | -1.5 | 1 | .
CCCCc1ccc(NC2=NCC(=O)N2CCc2ccccc2)cc1 | 20 | 11 | 1 | -10 | -12 | 1 | 4 | 1 | -0.6 | -13 | -8
CCCCn1c(N)c(N(CCOC)C(=O)c2cc(S(=O)(=O)N3CCCCC3)ccc2Cl)c(=O)[nH]c1=O | 6 | 15 | 3 | -2 | -7 | 0 | 4 | 0 | -0.3 | 2 | 9
Cc1ccc(Oc2nnc(-c3ccc(C)cc3)c3ccccc23)cc1 | -19 | -96 | -123 | -5 | 31 | 0 | -16 | -1 | -1.7 | 4 | -21
Cc1ccn2cc(CCNS(=O)(=O)c3ccc4c(c3)OCCO4)nc2c1 | 6 | 2 | -4 | 0 | -25 | -2 | . | 4 | -0.8 | 3 | -1
O=[N+]([O-])c1ccc(N2CCOCC2)cc1O | . | 2 | 10 | 6 | -3 | -2 | 4 | -1 | 0.6 | -1 | -3
Cc1ccc(C(c2nnnn2C2CCCCC2)N2CCN3CCCC3C2)cc1 (centres undefined) | -8 | -16 | -9 | -6 | 14 | 0 | -4 | -2 | -3.0 | -6 | -4
CCCCN(C)C(=O)Cn1nc(Cc2ccncc2)c2ccccc2c1=O | -2 | 13 | 20 | -3 | 1 | 3 | 0 | -3 | -0.4 | -2 | 8

High-throughput results as filed in PubChem.
